TNF death inh: blocks TNF-alpha induced death of Jurkat FADD-/- cells | activation (protection from cell death), % at 10 µM | Jurkat FADD-/- TNF necroptosis rescue, ATP luminescence, 24 h; 0 = TNF only, 100 = no-TNF cells | hit rate 0.068% among 220,000;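 active = activation, meaning protection from cell death, of at least 50% relative to plate controls; inactive = activation below 50%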;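 also: necroptosis triggered by 40 ng/mL TNF-alpha added together with compound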
Ba/F3 V617F tox: reduce viability of Ba/F3 cells dependent on JAK2V617F; Ba/F3 EpoR-JAK2V617F viability, ATP luminescence; inhibition, % at 5.6 µM; hit rate 1.1% among 220,000;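 active = inhibition above the campaign mean plus 3 SD over all tested compounds, cut at about 24% in these data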;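 also: cytokine-independent growth of Ba/F3 cells driven by EpoR plus mutant JAK2; 0% = DMSO-treated cells and 100% = JAK inhibitor I control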
PPC-1+TRAIL kill: PPC-1 cancer cell killing with TRAIL present; PPC-1 cells + TRAIL, ATPLite viability luminescence; cell killing (% activity), % at 4 µM; hit rate 0.41% among 220,000; AID 1443;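 active = cell killing above 50% in the first pass at 4 µM, then a duplicate retest at 5 µM averaging 50% or more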;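 also: plate controls were cells with TRAIL plus DMSO for no effect and medium-only wells lacking cells for full effect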
CHOP inhibitor: inhibitors of CHOP induction in ER stress response. inhibition, % at 10 µM. hit rate 3.8% among 220,000. CHO-K1 CHOP-promoter luciferase, tunicamycin-induced, 15-18 h;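 active = compounds that reduced the stress-induced luciferase reporter signal by more than about 70% of percent inhibition, limit read from the data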;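 also: 0% = tunicamycin plus vehicle and 100% = wells without tunicamycin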
RBBP9 inhibitor: inhibitors of human serine hydrolase RBBP9. O75884. recombinant RBBP9, FP-Rh probe fluorescence polarization. inhibition, % at 7.94 µM. hit rate 0.2% among 220,000. AID 1515;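 active = inhibition above the campaign mean of all tested compounds plus 3 SD, cut at about 14% in these data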;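 also: plate controls were DMSO wells with RBBP9 for no effect and wells lacking RBBP9 protein for full effect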
Target sequence (O75884 whole entry, looked up): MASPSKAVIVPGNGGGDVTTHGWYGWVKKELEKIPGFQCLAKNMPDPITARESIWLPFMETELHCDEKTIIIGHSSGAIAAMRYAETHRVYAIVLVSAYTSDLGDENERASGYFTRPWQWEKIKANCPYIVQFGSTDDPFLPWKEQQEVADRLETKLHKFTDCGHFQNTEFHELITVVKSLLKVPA
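Assay system: recombinant human RBBP9; Reagent: Serine-hydrolase probe FP-Rh, 375 nM pre-mixing; Doses: 7.94 µM single dose, 0.794% DMSO; Incubation: 30 min then 45 min, 25 °C; Detection: fluorescence polarization (mP), excitation 525 nm, emission 598 nm; Evaluation: percent inhibition from mP, scaled between DMSO and no-protein wells.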
Wee1 degr inh: blocks degradation of human Wee1 kinase. reporter increase, % at 5 µM. P30291. hit rate 1.2% among 220,000. HeLa Luc-Wee1K328M stability, luciferase luminescence; 100% = proteasome inhibitor MG132 effect;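 active = activation above the mean of all tested compounds plus 3 SD, set per screening run, cut at about 8.8% in these data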;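 also: cells exposed to compound for 20 h before luminescence read; 0% = DMSO alone and 100% = MG132 at 30 µM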
Target sequence (P30291 whole entry K328M): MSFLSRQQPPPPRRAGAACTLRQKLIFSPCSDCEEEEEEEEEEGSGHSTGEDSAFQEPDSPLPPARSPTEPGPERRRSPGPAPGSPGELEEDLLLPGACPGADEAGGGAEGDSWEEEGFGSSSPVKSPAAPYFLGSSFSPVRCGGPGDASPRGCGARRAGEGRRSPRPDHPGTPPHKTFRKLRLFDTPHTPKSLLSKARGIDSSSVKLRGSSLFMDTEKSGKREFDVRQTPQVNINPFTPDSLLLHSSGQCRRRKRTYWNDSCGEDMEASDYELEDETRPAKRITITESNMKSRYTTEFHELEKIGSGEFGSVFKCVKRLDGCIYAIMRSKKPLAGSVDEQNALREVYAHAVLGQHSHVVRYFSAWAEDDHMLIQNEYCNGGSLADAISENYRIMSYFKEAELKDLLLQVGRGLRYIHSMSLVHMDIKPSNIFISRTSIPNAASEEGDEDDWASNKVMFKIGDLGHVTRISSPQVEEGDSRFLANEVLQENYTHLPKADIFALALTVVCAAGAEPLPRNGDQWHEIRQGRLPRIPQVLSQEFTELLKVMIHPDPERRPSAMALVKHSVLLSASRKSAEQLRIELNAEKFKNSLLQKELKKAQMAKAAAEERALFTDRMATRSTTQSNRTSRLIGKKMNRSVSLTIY
TRPN1 ag: zebrafish TRPN1 (NompC) channel agonism. activation, % at 3 µM. hit rate 0.18% among 220,000. HEK293 zebrafish TRPN1-YFP, Fluo-8 calcium fluorescence; 100% = response to 87 µM carbachol;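 active = activation above its plate's cutoff, the mean activation of test wells on that plate plus 3 SD, cut at about 19% in these data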;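 also: 0% = DMSO alone and 100% = 87 µM carbachol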
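Material – zebrafish TRPN1-YFP in HEK293 cells · Doses – 3 µM single point · Schedule – dye 1 h 37 °C plus 30 min RT · Signal – Fluo-8 calcium fluorescence, excitation 470-495 nm, emission 515-575 nm · Read-out – % activation versus carbachol response · Control set – carbachol high, DMSO low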
TRPML3 ag: agonists of human TRPML3 channel; Q8TDD5; HEK293 TRPML3-YFP, Fluo-8 calcium fluorescence; 100% = the carbachol control signal; activation, % at 3 µM; hit rate 0.29% among 220,000; AID 1448;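 active = activation above its plate's cutoff, the mean activation of the plate's test wells plus 3 SD, cut at about 12% in these data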;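 also: 0% = DMSO only wells and 100% = carbachol wells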
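Test system: TRPML3-YFP stable HEK293 cells. Doses: single point at 3 µM. Incubation: dye loading 1 h 37 °C then 30 min ambient, 125 s read. Signal: Fluo-8 calcium dye fluorescence, ex 470-495, em 515-575 nm. Measure: percent activation from peak-to-basal fluorescence ratio, scaled between DMSO and carbachol.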
BaF3 tox: counter-screen for JAK2V617F inhibitors: parental Ba/F3 viability inhibitors; inhibition, % at 5.6 µM; AID 1486; CellTiter-Glo ATP luminescence; hit rate 1.1% among 220,000;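 active = inhibition above a per-campaign cutoff, the mean inhibition of all tested compounds plus 3 SD, cut at about 27% in these data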;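 also: 0% = DMSO wells and 100% = JAK Inhibitor I control wells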
The depositor's hits bear a star. Outcome played no part in choosing rows; overall some 6.8% were active at least once.

SMILES | TNF death inh | Ba/F3 V617F tox | PPC-1+TRAIL kill | CHOP inhibitor | RBBP9 inhibitor | Wee1 degr inh | TRPN1 ag | TRPML3 ag | BaF3 tox
O=S(=O)(CCc1ccncc1)C1Cc2cccc3cccc1c23 (centres undefined) | 1.7 | -1 | -4 | 13 | -6 | -2 | 1.8 | 0.7 | -1
Oc1c(C(c2ccccn2)N2CCCCC2)cc(Cl)c2cccnc12 (centres undefined) | -4.6 | -1 | 4 | -8 | 4 | 2 | -2.0 | 0.8 | -1
COc1ccc2c(c1)c(CC(=O)Nc1cc(C)ccc1C)c(C)n2C(=O)c1ccc(Cl)cc1 | 1.7 | 0 | 9 | 18 | -1 | 14* | 2.9 | 1.2 | 3
Cc1ccsc1/C=C1/C(=O)NN(c2ccccc2)C1=O | -0.4 | 4 | -10 | -8 | -2 | 5 | -2.2 | 1.4 | 4
CCN(CC)c1ccc(/C=C2\NC(=O)NC2=O)cc1 | -6.7 | 7 | 19 | 11 | -2 | 5 | -1.1 | 0.1 | 9
Cc1ccc(-c2nc(SCC(=O)Nc3ccccc3OC(F)F)c3c(C)c(C(=O)O)sc3n2)cc1 | 1.8 | -2 | 9 | 101* | 2 | -2 | -1.1 | -0.1 | 1
CC(C)n1cc(NC(=O)C2CC(c3cccc(Br)c3)=NO2)cn1 (centres undefined) | 0.8 | 1 | 29 | -2 | -8 | -3 | -1.1 | 0.9 | 5
CCCCN(CCCC)CC(O)Cn1c2ccccc2c(=O)c2ccccc21 (centres undefined) | 1.2 | -2 | 1 | 11 | -1 | 0 | -1.4 | 0.3 | -1
Cc1ccccc1-c1cc(C(=O)Nc2sc(C(=O)OC(C)C)c(C)c2C#N)c2ccccc2n1 | -1.8 | -1 | 19 | 66 | -5 | -2 | 1.9 | 2.1 | 3
CC1CN(S(=O)(=O)c2ccc(C(=O)Nc3nc(-c4cc5ccccc5o4)cs3)cc2)CC(C)O1 (centres undefined) | -1.2 | 2 | 0 | 107* | -3 | 0 | -0.3 | 0.7 | 3
COC(=O)C1=C(C)N=c2s/c(=C/c3cccs3)c(=O)n2C1c1cccs1 (centres undefined) | -0.2 | -2 | 8 | 28 | -4 | -2 | -0.4 | 0.6 | 2
COc1ccccc1C(=O)Nc1ccccc1C(=O)N1C(C)CCCC1C (centres undefined) | -0.2 | 3 | -1 | -1 | -3 | 2 | -1.1 | 2.1 | -2
O=C(Nc1ccc(Cl)cc1)c1ccc(-c2ccccn2)s1 | 1.9 | -2 | 3 | -6 | -9 | -2 | 4.5 | 1.3 | -2
CCC(CC)NC(=O)Cc1ccccc1[N+](=O)[O-] | -2.3 | -5 | 2 | -19 | -3 | -1 | 0.2 | -1.1 | 1
COc1ccc(CCN(C)C(=O)CSc2ncnc3sccc23)cc1OC | -0.6 | 2 | 16 | -12 | -8 | 0 | -1.3 | 1.5 | 0
COCCNC(=O)C(=O)N/N=C(\C)CC(=O)Nc1cccnc1 | 0.0 | 1 | -26 | 19 | -1 | 1 | 0.8 | 1.6 | 7
CCOc1ccc(/C=C2\SC(=S)N(C(C(=O)O)c3ccccc3)C2=O)cc1OC (centres undefined) | -0.7 | -2 | 20 | 20 | -7 | -1 | 0.8 | 0.5 | 0
O=C(C1=C[C@H](C2CCCCC2)C[C@H](OCCCCO)O1)N1CCN(Cc2ccccc2)CC1 | -0.2 | 2 | 8 | 2 | -1 | -2 | -0.7 | 0.4 | 3
COC(=O)Cn1c2ccc(OC)cc2c2nc(C)sc21 | 3.6 | -1 | 6 | 5 | -1 | -2 | -0.8 | -0.6 | 0
Cc1cccc(Nc2nc3ccccc3n3nnnc23)c1 | -0.1 | -1 | 14 | 52 | -3 | -2 | -0.5 | -0.1 | 5
COc1ccc(-n2c(Cc3cccn3C)nnc2SCC(=O)NCc2ccccc2Cl)cc1 | -1.8 | 3 | 11 | 3 | -12 | -2 | 0.2 | 0.5 | 5
O=C(Nc1nnc(-c2ccc(Cl)cc2)o1)C1=COCCO1 | 1.0 | 2 | 18 | -8 | -14 | -2 | 3.7 | 0.0 | 2
Cc1ccc(S(=O)(=O)N2CCN(C(=O)c3cc4c(C)nn(-c5ccccc5C)c4s3)CC2)cc1 | 0.1 | 4 | 2 | 56 | -12 | -3 | 1.1 | 0.2 | 4
CC(CC(=O)c1cccs1)CC(=O)c1cccs1 | -1.6 | -2 | 12 | 16 | -10 | 4 | 0.9 | -0.3 | -2
O=C(O)CCCNC(=O)/C(=C\c1ccccc1F)NC(=O)c1ccccc1 | -0.1 | -3 | 3 | 14 | -3 | 0 | 0.7 | 1.2 | 2
Cc1ccccc1NC(=O)Cc1nnc(NC(=O)Nc2ccccc2F)s1 | 4.0 | -6 | 18 | 40 | -1 | -3 | 1.3 | 1.2 | -1
CCCCc1ccc(NC(=O)COc2ccc(C(=O)Nc3ccccc3OCC)cc2)cc1 | 1.3 | -3 | 14 | 82* | -6 | 4 | 0.2 | 0.9 | 2
O=C(COc1ccc2ccccc2c1)N1CCN(C(=O)c2ccco2)CC1 | 0.6 | -2 | -13 | 22 | -6 | 4 | 1.8 | 0.5 | 2
CC(=O)N1C(=O)CC(C)N(C(C)=O)c2ccc([N+](=O)[O-])cc21 (centres undefined) | 0.8 | -2 | 4 | 35 | -8 | -1 | 0.5 | 0.8 | 6
CCN(CC)S(=O)(=O)c1cccc(-c2nnc(SCC(=O)NC)n2CCc2ccccc2)c1 | -0.2 | -1 | 21 | 26 | -1 | -3 | -0.1 | 0.5 | 5
S=C(NCCc1ccccc1)NCC(c1ccco1)N1CCCCC1 (centres undefined) | -2.1 | 2 | 9 | -9 | -1 | -3 | 0.2 | 0.5 | 12
COCCCNc1ncnc2c1sc1nc(-c3ccco3)c3c(c12)CC(C)(C)OC3 | -12 | -2 | 20 | 33 | -16 | 2 | 1.5 | -1.0 | 2
O=C(NCCCN1CCOCC1)c1cc(C(=O)C2CC2)c[nH]1 | -1.0 | -3 | 19 | -14 | -7 | -3 | 0.8 | -0.1 | -1
N#CCSc1ncnc2sc3c(c12)CCC3 | -6.0 | 1 | 7 | 37 | 1 | -6 | -0.2 | 0.4 | -4
Cn1c(SCc2ccccc2)nnc1-c1ccc2nonc2c1 | 1.4 | 0 | 18 | -12 | 4 | 0 | 1.2 | 0.2 | -2
COc1ccc(-c2c[n+]3c(n2-c2ccccc2)CCCCC3)cc1 | -3.9 | 76* | 13 | -10 | -7 | -2 | -1.2 | -0.1 | 64*

Two entries picked at random from the list so far, as already listed:
SMILES | TNF death inh | Ba/F3 V617F tox | PPC-1+TRAIL kill | CHOP inhibitor | RBBP9 inhibitor | Wee1 degr inh | TRPN1 ag | TRPML3 ag | BaF3 tox
Cc1ccccc1NC(=O)Cc1nnc(NC(=O)Nc2ccccc2F)s1 | 4.0 | -6 | 18 | 40 | -1 | -3 | 1.3 | 1.2 | -1
O=C(COc1ccc2ccccc2c1)N1CCN(C(=O)c2ccco2)CC1 | 0.6 | -2 | -13 | 22 | -6 | 4 | 1.8 | 0.5 | 2

Next records follow.
SMILES | TNF death inh | Ba/F3 V617F tox | PPC-1+TRAIL kill | CHOP inhibitor | RBBP9 inhibitor | Wee1 degr inh | TRPN1 ag | TRPML3 ag | BaF3 tox
COC(=O)c1cc2sccc2n1CC(=O)Nc1cccc(SC)c1 | 0.1 | 3 | 3 | 85* | -10 | 8 | 0.1 | 0.4 | 2
O=C(CN1CCN(c2ccc(O)cc2)CC1)Nc1ccc(SC(F)F)cc1 | -2.9 | -2 | 35 | 62 | -4 | 0 | -0.1 | 0.7 | 9
O=C(Cn1c(CN2CCCCC2)nc2ccccc2c1=O)Nc1ccccc1 | 0.8 | 2 | 33 | 15 | -7 | 6 | -1.1 | -1.3 | 4
CCOC(=O)CCc1c(C)nc2cc(-c3ccccc3OC)[nH]n2c1=O | 1.2 | 1 | 4 | 3 | -1 | -2 | -0.4 | -0.3 | 7
CSc1ccc(CN(C)CC(=O)NC(=O)NC(C)(C)C)cc1 | -2.1 | -2 | 5 | 61 | -8 | 6 | -0.4 | -0.4 | 4
CCOc1cc(CNC(C)(C)CO)cc(Br)c1OCc1ccc(Cl)cc1Cl | -25 | 1 | -4 | 92* | -9 | 1 | 2.4 | 2.0 | 9
CC(C)Cn1c(/C=C/c2ccccc2)nc2ccccc21 | 1.7 | 0 | 4 | 48 | -10 | -1 | -4.1 | -1.4 | 5
COc1ccc(NC(=O)CSc2nc(C)cc(C(F)(F)F)n2)cc1 | -0.8 | -3 | 6 | 44 | -8 | 0 | -1.4 | -0.2 | 5
Cc1nc2ccccc2n1CCc1nc2c3ccccc3nc(=S)n2[nH]1 | -2.1 | 2 | 0 | -8 | -10 | -2 | -0.7 | -0.2 | 9
O=C(C1CCN(S(=O)(=O)c2cnc[nH]2)CC1)N1CCn2c1nc1ccccc12 | -1.3 | 1 | -5 | 10 | -2 | 9 | 0.8 | 1.4 | 1
CCC(CC)c1nnc(NC(=O)c2cc(-c3ccccc3)nc3ccccc23)s1 | 0.7 | -5 | -12 | 9 | -3 | 2 | 0.1 | -0.3 | 1
COc1ccc(C(=O)N[C@H](C(=O)Nc2nc3ccccc3[nH]2)C(C)C)cc1 | -8.8 | 42* | 14 | -34 | -3 | 9.0* | -0.3 | -0.5 | 61*
Nc1ccc2nc(-c3cccnc3)[nH]c2c1 | 0.8 | 1 | 16 | 1 | 3 | -2 | 0.8 | 0.2 | 8
Oc1ccc(Cl)cc1/C=N/c1nccs1 | -4.9 | -1 | -8 | 12 | -8 | -1 | 0.0 | 0.4 | 6
O=C(NCCCn1ccnc1)C(F)(F)C(F)(F)C(=O)NCCCn1ccnc1 | -0.4 | -2 | 20 | 52 | 0 | -2 | 0.5 | 1.1 | -1
COc1ccc(CCNS(=O)(=O)c2ccc3c(c2)CCN3C(=O)C2CC2)cc1OC | -0.6 | 1 | 15 | 36 | 4 | 1 | 0.5 | -0.7 | 4
CCC(OC(=O)c1cccs1)C(=O)NC1CCCCC1 (centres undefined) | -2.3 | -1 | -5 | 0 | -8 | 2 | 0.2 | 0.0 | 2
O=C1CC(c2ccccc2)Sc2nc(-c3ccccc3)c(-c3ccccc3)n21 (centres undefined) | 0.6 | 1 | 13 | 14 | 4 | 1 | 0.0 | 1.3 | 7
CC(C)C(NC(=S)Nc1ccccc1)C(=O)O (centres undefined) | 1.1 | -6 | 11 | -18 | -2 | -1 | 1.6 | 0.8 | -5
Cc1csc(SCC(=O)NC(=O)NCCC(C)C)n1 | 22 | 5 | -2 | 36 | -4 | -1 | -1.7 | -0.1 | 1
CS/C(=N\S(=O)(=O)c1ccccc1)c1ccccc1 | 0.6 | 0 | -8 | 25 | -2 | 0 | -1.3 | 0.7 | 1
Cc1[nH]c2ccccc2c1CCNC(=O)c1c(N)no[n+]1[O-] | -1.2 | 1 | 23 | -1 | 8 | -2 | 0.1 | 0.7 | 6
